p53 reactivation = qHTS assay for re-activators of p53 using a Luc reporter | H1299 p53-A138V BP100-luciferase reporter, luminescence, 24 h | Potency, µM (series often up to 92.2 µM), without a hit: at the top dose activity change, positive = activation, actives largely listed as activators | 0.063% of 320,000 active; also: potency is read from the fitted curve at half-maximal effect; % of control where 0% means no effect; nearly all actives have a fitted effect of over 45% in size
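H1299 (p53-null), stable ts p53-A138V + BP100-Luc; 1000 cells/well, Opti-MEM/10% FBS; cpd 4 pt, 1:5; 24 h, 37 deg C, 5% CO2; detection reagent 10 min RT; luminescence.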
TSG101-PTAP inh = qHTS Assay for Iinhibitors of HIV-1 Budding by Blocking the Interaction of PTAP/TSG101; Tumor susceptibility gene 101 protein (Homo sapiens), Q99816; Fluorescence polarization, FITC-PTAP peptide / Tsg101 binding; Potency, µM (titrated, usually from 115 µM), for the others: at the highest dose activity change, negative = inhibition, most hits filed as inhibitors; 340,000 tested, under 10 active; active = well fitted inhibition curve with a large enough effect in the main read-out, with a control signal flat, not every such curve was filed as active; inconclusive = small, poorly fitted or top-dose-only effect, or effect the other way, or a change in a side signal; inactive = no such curve, though single readings can be large or run the other way; also: potency is read from the fitted curve at half-maximal effect; % of control where 0% means no effect
Target sequence (Q99816 whole entry, looked up): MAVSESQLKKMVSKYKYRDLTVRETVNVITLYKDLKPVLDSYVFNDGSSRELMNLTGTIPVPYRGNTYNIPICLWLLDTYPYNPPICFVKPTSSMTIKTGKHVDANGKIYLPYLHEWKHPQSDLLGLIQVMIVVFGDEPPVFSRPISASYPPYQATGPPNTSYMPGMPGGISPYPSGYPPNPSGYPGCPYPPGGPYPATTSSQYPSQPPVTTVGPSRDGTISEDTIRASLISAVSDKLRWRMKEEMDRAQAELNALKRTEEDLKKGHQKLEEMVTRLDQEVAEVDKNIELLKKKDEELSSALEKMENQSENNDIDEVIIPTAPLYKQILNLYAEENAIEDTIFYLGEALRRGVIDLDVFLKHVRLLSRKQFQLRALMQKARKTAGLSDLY
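FP read-out: FITC-PTAP peptide, 50 nM final, binding Tsg101 binding domain, 10 uM final; 20 min, r.t.; 10 mM HEPES pH 7.5, 0.15 M NaCl, 0.01% Tween 20, 3 mM EDTA, 0.1 mM TCEP.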
MLL CXXC-DNA inh = qHTS Fluorescence Polarization Assay for Inhibitors of MLL CXXC domain - DNA interaction; 0.037% of 290,000 active; MLL-CXXC / FITC-HOXA9 DNA fluorescence polarization; Potency, µM (top dose mostly 115 µM), for inactives: at the top dose activity change, negative = inhibition, usual class: inhibitors; AID 2662, 2010; active = well fitted inhibition curve with a large enough effect in the polarisation, with a control signal flat, not every such curve was filed as active; inconclusive = small, poorly fitted or top-dose-only effect, or effect the other way, or a change in a side signal; inactive = no such curve, though single readings can be large or run the other way; the % refers to the polarisation; also: potency is read from the fitted curve at half-maximal effect
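Steps: dispense CXXC domain solution (7 uM) → pin compounds or unlabeled HOX-A9 DNA control → 5 min ambient → add FLSN-HOX-A9 solution (50 nM) → spin → 30 min ambient → fluorescence polarization. Tris pH 7.5/NaCl/DTT/BSA buffer.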
TRPV1 agonist = HTS Assay for Compounds that Act as Agonists of the Vanilloid Receptor 1; TRPV1-expressing cells, Fluo-8 calcium influx, agonist mode; 0.19% of 320,000 active; activation, % at 8.33 µM; in the data active = activation above about 80%; inconclusive = between about 30% and that limit; also: 0% is about no effect
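Fluo-8 calcium influx in TRPV1-expressing cells, kinetic read (ex 480/em 520 nm). Compound added and read 3 min for agonist activity, followed by capsaicin at EC20 final and 2 min further read for enhancement.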
TCR act = Activators of T cell receptors: qHTS campaign; primary human leukocytes, anti-CD3, IL-2 HTRF, 48 h; Potency, µM (highest dose often 9.22 µM), for inactives: at the top dose activation of IL-2 secretion, actives largely listed as activators; 330,000 tested, under 10 active; AID 504894, 2011; also: % of control where 0% means no effect
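IL-2 release read by HTRF sandwich (Eu cryptate donor, d2 acceptor, 665 nm emission) after 48 hr exposure of primary human leukocytes to compound together with anti-CD3 beads in the absence of co-stimulatory signals.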
A-T KAP1 phos = qHTS Assay for Identifying a Potential Treatment of Ataxia-Telangiectasia; […] A-T fibroblasts, KAP-1 phosphorylation AlphaLISA; neocarzinostatin DNA damage 30 min before lysis; Potency, µM (highest dose often 57.5 µM), for the others: at the highest dose activation, actives largely listed as activators; 0.19% of 320,000 active; also: potency is read from the fitted curve at half-maximal effect; % of control where 0% means no effect; nearly all actives have a fitted effect of over 45% in size
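ATM-like activity read as KAP-1 phosphorylation via AlphaLISA donor/acceptor antibody pairs after lysis and 6 hr at 25C. Cells were ATM-null patient fibroblasts ([…], hTERT), dosed 60 min, then exposed to the DSB inducer NCS for 30 min.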
ELG1 DNA repair = qHTS screen for small molecules that inhibit ELG1-dependent DNA repair in human embryonic kidney (HEK293T) cells expressing luciferase-tagged ELG1. 2.3% of 330,000 active. HEK293T ELG1-luciferase reporter, luminescence, 16 h; DNA damage induced by 5-fluorouridine. Potency, µM (series often up to 46.1 µM), for the others: at the highest dose activity change, negative = inhibition, most hits filed as inhibitors; also: potency is read from the fitted curve at half-maximal effect; % is scaled to controls: 0 for no effect and ±100 for the full control effect; nearly all actives have a fitted effect of over 55% in size
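Step one: seed 2,000 cells per well. Step two: pin-transfer compound or DMSO alongside 5-fluorouridine. Step three: incubate 16 hr, 37 °C, 5% CO2. Step four: add ONE-Glo, wait 30 min, read luminescence.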
BRCA1 expr up = qHTS Assay to Identify Small Molecule Activators of BRCA1 Expression; MCF7-BRCA1-FFLuc reporter, luminescence, 48 h; response scale: scaled: vehicle 0%, 10 µM genistein 100%; Potency, µM (highest dose often 46.1 µM), for the others: at the highest dose activation, hits mostly activators; 1.1% of 380,000 active; AID 624202, 2012; also: potency is read from the fitted curve at half-maximal effect; nearly all actives have a fitted effect of over 80% in size; some results filed as inactive show a strong effect at the top dose
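Luminescence from a BRCA1-driven firefly luciferase in MCF7 cells was read after 48 h compound exposure at 37 C. Data normalized against DMSO and a 10microM genistein activation control, then curve-fitted across the titration.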
a7 integrin act = qHTS for Activators of Integrin-Mediated Alleviation for Muscular Dystrophy; alpha7betagal myoblasts, beta-gal FDG fluorescence, 48 h; Potency, µM (top dose mostly 38.3 µM), for inactives: at the highest dose activation, actives largely listed as activators; 0.064% of 350,000 active; AID 624291, 2012;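 also: potency is read from the fitted curve at half-maximal effect; 100% = response of the positive control SU9516; nearly all actives have a fitted effect of over 60% in size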
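Alpha7betagal+/- myoblasts (passage 13) were plated 16-24 hr, then exposed to compounds (1:260 dilution of DMSO stock) for 48 hours at 37C. After MPER lysis, β-galactosidase reporter activity was read as FDG fluorescence (ex 480/em 540) after 30 minutes.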
B2AR arrestin = qHTS assay of beta-arrestin-biased ligands of beta2-adrenergic receptor | Potency, µM (doses to about 46.1 µM), for inactives: top-dose activation, hits mostly activators | Beta-2 adrenergic receptor (Homo sapiens), P07550 | AID 492947, 2010 | 0.02% of 330,000 active | beta-arrestin recruitment to beta2AR, cell-based reporter;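 also: potency is read from the fitted curve at half-maximal effect; 0% = DMSO controls and full agonism = EC100 isoproterenol or metaproterenol; nearly all actives have a fitted effect of over 65% in size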
Target sequence (P07550 whole entry, looked up): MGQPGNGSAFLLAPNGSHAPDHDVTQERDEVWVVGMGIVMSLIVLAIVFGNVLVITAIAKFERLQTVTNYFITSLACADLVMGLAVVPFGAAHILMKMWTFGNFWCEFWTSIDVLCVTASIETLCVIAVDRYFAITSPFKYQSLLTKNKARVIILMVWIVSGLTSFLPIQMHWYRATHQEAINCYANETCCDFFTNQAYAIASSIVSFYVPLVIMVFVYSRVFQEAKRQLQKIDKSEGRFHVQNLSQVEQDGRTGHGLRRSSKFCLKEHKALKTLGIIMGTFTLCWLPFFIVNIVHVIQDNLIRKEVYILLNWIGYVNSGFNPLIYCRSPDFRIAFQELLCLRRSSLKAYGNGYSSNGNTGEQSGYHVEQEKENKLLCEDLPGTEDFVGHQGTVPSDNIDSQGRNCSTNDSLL
Active calls of the source: *; ? = inconclusive; . = no result given; [ ] = another dose, or the depositor's remark. Unless noted, calls follow the shape of the dose curve; as a rule, active = well fitted curve in the direction sought with a large enough effect; inconclusive = small, poorly fitted or top-dose-only effect, or another doubt; inactive = no such curve, though single readings can be large; an effect the other way counts as inactive or inconclusive.

Results follow in this order: BRCA1 expr up	ELG1 DNA repair	A-T KAP1 phos	p53 reactivation	a7 integrin act	MLL CXXC-DNA inh	TRPV1 agonist	TCR act	TSG101-PTAP inh	B2AR arrestin
> CCCN1C(=O)/C(=C/c2nc3ccccc3c(=O)[nH]2)c2cc(C)ccc21
  -14.6%	20.6%	2.8%	6.8%	-12.6%	0.6%	7.3	13.2%	-8.3%	-0.8%
> CC(C)c1ccc(NC(=O)C2CCCCC2C(=O)O)cc1 (stereo unspecified)
  49.3%	22.7%	-0.7%	14.9%	3.8%	16.3%	-3.9	-2.1%	-0.8%	-0.3%
> CCOc1ccc(CSC(CC(=O)O)C(=O)O)cc1 (stereo unspecified)
  18.1%	-8.1%	9.5%	-17.1%	16.8%	-20.6%	-12.2	-19.2%	-2.0%	-0.6%
> O=C(Oc1ccccc1/C=C\C(=O)c1cc2ccccc2o1)c1cccc(F)c1
  -10.7%	?	12.1%	?	-31.6%	67.5%[activator]	29.3	5.9%[46.1 µM]	-2.4%	-0.4%
> CCc1ccc(-c2nc(NC(=O)c3ccc(OCC(=O)Nc4ccc(F)cc4)c(OC)c3)sc2C)cc1
  -13.5%	?	2.2%	11.0%	-28.7%	-0.7%	-3.6	-4.2%[46.1 µM]	0.8%	-0.4%
> O=C(Nc1ccc2ccccc2c1)c1ccccc1O
  -59.8%	?	1.4%	37.2%	-57.5%[inhibitor]	9.7%	?	0.5%	-1.2%	-0.7%
> C[C@H](NC(=O)C1CCN(S(=O)(=O)c2ccccc2)CC1)C(=O)NCc1cccc(C(F)(F)F)c1
  -4.6%	1.6%	9.0%	1.2%	19.8%	35.8%[activator]	0.7	-1.1%	-2.5%	-0.9%
> Cc1cc(C)cc(NC(=O)COC(=O)CNC(=O)C2CCCCC2)c1
  10.6%	10.8%	-3.3%	-2.3%	-10.2%	.	10.9	1.5%	1.3%	0.2%
> COCc1cc(C)nc(OCC(=O)N/N=C/c2cc(C)n(-c3c(C)cccc3C)c2C)c1C#N
  -43.4%	-1.1%	0.8%	2.7%	-11.5%	9.1%	2.1	9.1%	-3.3%	-0.4%
> CC(Oc1ccc(S(=O)(=O)N2CCCC2)cc1[N+](=O)[O-])C(=O)N(C)c1ccccc1 (stereo unspecified)
  -10.6%	-6.8%	-0.9%	4.8%	0.0%	.	1.6	1.0%	-2.1%	0.0%
> CC(C)(C)N1CC(c2nc3ccccc3n2CCOc2ccccc2)CC1=O (stereo unspecified)
  -26.4%	0.9%	.	-1.7%	-18.7%	3.7%	25.3	-2.8%	-6.4%	-0.7%
> Cc1oc(-c2cc(F)ccc2F)nc1CN1CCC(C(=O)N2CCOCC2)CC1
  -1.6%	7.0%	5.4%	-0.2%	2.4%	0.3%	-0.6	2.9%	1.1%	0.0%
> CC(C)CN1CCNC(=O)C1CC(=O)NCc1cnn(-c2cccc(F)c2)c1 (stereo unspecified)
  -5.2%	?	17.7%	-2.1%	-32.4%	9.5%	8.4	1.6%	-5.7%	-0.4%
> CCOc1ccc(NC(=O)CN2CCN(C3c4ccccc4-c4ccccc43)CC2)cc1
  -26.2%	13µM*	3.5%	10.6%	-48.6%	-6.1%	-1.8	-0.8%[46.1 µM]	-9.2%	-0.8%
> CCCn1c(SCC(=O)Nc2ccccc2CC)nnc1C(C)C
  9.6%	11.0%	6.7%	11.5%	0.0%	-0.1%	-2.9	15.3%	0.8%	-0.2%
> CCC1=C(C(=O)OC)C(c2cc(OC)ccc2OC)C(C#N)=C(N)O1 (stereo unspecified)
  1.9%	?	1.2%	?	15.1%	3.8%	-4.3	-3.2%	-8.6%	0.1%
> CCN(CC(=O)Nc1c(F)cccc1F)C(=O)c1ccc2c(c1)OCO2
  -9.6%	-3.0%	6.3%	7.2%	11.2%	.	-0.1	.	-5.3%	-0.2%
> Cc1ccn2cc(-c3cccc(S(=O)(=O)N4CC(C)OC(C)C4)c3)nc2c1 (stereo unspecified)
  1.8%	-1.5%	19.4%	5.2%	23.0%	6.6%	10.1	-0.8%	-6.0%	0.3%
> O=C(CSc1nc2[nH]ncc2c(=O)n1-c1ccccc1)NCc1cccs1
  -9.8%	4.7%	11.8%	1.8%	-16.1%	5.6%	-9.6	10.4%	-2.9%	-0.1%
> O=C(c1ccccc1)N1CCN(c2ncnc3sc4c(c23)CCC4)CC1
  -72.7%	9.2µM*	-16.8%	-9.4%	0.0%	14.7%	3.5	.	-5.0%	0.0%

Two entries from above, field by field:
SMILES: O=C(Nc1ccc2ccccc2c1)c1ccccc1O
  BRCA1 expr up = -59.8% | ELG1 DNA repair = ? | A-T KAP1 phos = 1.4% | p53 reactivation = 37.2% | a7 integrin act = -57.5%[inhibitor] | MLL CXXC-DNA inh = 9.7% | TRPV1 agonist = ? | TCR act = 0.5% | TSG101-PTAP inh = -1.2% | B2AR arrestin = -0.7%

SMILES: O=C(CSc1nc2[nH]ncc2c(=O)n1-c1ccccc1)NCc1cccs1
  BRCA1 expr up = -9.8% | ELG1 DNA repair = 4.7% | A-T KAP1 phos = 11.8% | p53 reactivation = 1.8% | a7 integrin act = -16.1% | MLL CXXC-DNA inh = 5.6% | TRPV1 agonist = -9.6 | TCR act = 10.4% | TSG101-PTAP inh = -2.9% | B2AR arrestin = -0.1%

(further entries)
Results follow in this order: BRCA1 expr up	ELG1 DNA repair	A-T KAP1 phos	p53 reactivation	a7 integrin act	MLL CXXC-DNA inh	TRPV1 agonist	TCR act	TSG101-PTAP inh	B2AR arrestin
> CCOCCCN(C(=O)c1snc(C(N)=O)c1N)C(C(=O)NC1CCCC1)c1ccc(OC)cc1 (stereo unspecified)
  6.8%	1.8%	4.2%	-0.7%	1.8%	4.4%	3.0	7.5%	0.6%	-0.5%
> COc1ccc(NC(=O)C2CCCO2)cc1Cl (stereo unspecified)
  40.3%	?	1.7%	11.8%	29.3%	3.5%	3.1	1.8%	-0.7%	-0.1%
> COc1ccc([C@@H]2CC(=O)c3c(O)cc(O[C@@H]4OC(CO[C@@H]5OC(C)[C@H](O)[C@@H](O)[C@H]5O)[C@@H](O)[C@H](O)[C@H]4O)cc3O2)cc1O (stereo partly specified)
  1.3%	2.6%	-3.4%	20.0%	15.7%	.	.	2.0%	-4.6%	-0.5%
> Cc1ccc(S(=O)(=O)N(C)C)cc1NC(=O)CSc1ncc(C(F)(F)F)cc1Cl
  -16.4%	?	2.3%	-10.0%	-2.8%	2.1%	3.7	-3.5%[46.1 µM]	-3.8%	0.0%
> CC1CC(C)(C)NC(=S)N1CCCC(=O)NCc1ccccc1 (stereo unspecified)
  -3.5%	-0.6%	-3.3%	-4.2%	2.1%	22.9%	10.5	0.0%	2.3%	-0.5%
> Fc1ccc(OCCCn2ccnc2)cc1
  14.5%	-4.7%	5.3%	.	32.5%	5.8%	3.2	-6.9%	-4.2%	-0.5%
> CN(CC(=O)Nc1ccc(F)cc1)C(=O)CN1C(=O)c2ccccc2C1=O
  0.5%	1.9%	-5.9%	7.7%	15.9%	.	-1.2	-7.5%	-2.1%	-0.3%
> COc1ccc(N2CC(C(=O)OCC(=O)Nc3ccccc3C)CC2=O)cc1 (stereo unspecified)
  -1.3%	2.0%	4.4%	-0.2%	7.7%	12.5%	0.6	-2.8%	-1.2%	-0.3%
> COCC(O)CNc1ccccc1 (stereo unspecified)
  -10.6%	0.6%	-10.7%	4.1%	42.4%	1.7%	-7.0	-0.8%	-5.8%	-1.5%
> O=C(CSc1nnc(CNC(=O)c2c(F)cccc2Cl)o1)NCCc1ccccc1
  -6.5%	-0.4%	-1.0%	8.2%	?	29.4%	2.1	6.8%	-4.4%	-0.2%
> COc1ccccc1CC(=O)O/N=C(\N)c1ccccn1
  ?	?	-0.5%	11.8%	-1.5%	-2.4%	.	3.0%	-3.6%	-0.1%
> CCNC(=S)Nc1ccc(Cl)c([N+](=O)[O-])c1
  2.2%	-10.7%	11.0%	6.4%	1.9%	-13.3%	16.0	10.1%	0.1%	0.0%
> O=C(NS(=O)(=O)c1ccc2c(c1)OCCO2)c1ccccc1
  0.0%	1.0%	-9.8%	-0.3%	7.3%	-5.1%	26.9	2.8%	-17.9%	0.0%
> C=CCn1c(SCc2nc(N)nc(N3CCCCC3)n2)nnc1-c1ccco1
  -4.4%	-6.0%	-2.3%	-8.7%	12.2%	-5.1%	-4.3	-2.7%	-10.1%	0.7%
> CCn1cc(C(=O)NCC2CCCO2)c(=O)c2cc(S(=O)(=O)N3CCCCC3)ccc21 (stereo unspecified)
  -28.7%	-15.3%	-0.3%	-22.0%	-27.3%	-12.9%	17.1	10.2%	-3.7%	-0.4%
